PfHsp90 set2 = inhibits growth of yeast expressing Plasmodium falciparum Hsp90; S. cerevisiae expressing PfHsp90, BacTiter-Glo ATP, 48 h; yeast lacking PDR1 and PDR3 efflux regulators; inhibition, % at 9.4 µM; 310,000 compounds, 0.32% hits; AID 504621;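 active = every replicate shows inhibition above about 80%, whatever the replicate mean, limit read from the data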;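 also: 0% = DMSO neutral controls and 100% = 20 µM radicicol positive controls; yeast relying on Plasmodium falciparum Hsp90 in place of its own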
OPRM1-OPRD1 inv = inverse agonists of human mu-delta opioid receptor heterodimerization; cell-based MOR-DOR heterodimer luminescence, inverse agonism; inhibition, % at 9.3 µM; 340,000 compounds, 0.21% hits; in the data active = inhibition above about 22%, passing the limit was not always enough;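 also: 0% = cells with DMSO and 100% = wells without cells with DMSO; values of inactives mirror those of a sister screen read the other way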
SUMO Mot1 rescue = SUMOylation pathway inhibition by Mot1-301 growth rescue | S. cerevisiae Mot1-301 growth rescue, ATP luminescence, 38.5C; percent above DMSO median, 100 means doubled | growth rescue, % at 18.8 µM | 320,000 compounds, 1% hits | AID 2716;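 active = every valid replicate shows activation above 250% relative to neutral control wells; inactive = the rest, any valid replicate at or below 250%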;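 also: OY570 slx delta 5 strain wells were the positive control but not used for scaling; some compounds called inactive have numbers as strong as hits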
AddAB inh = less growth of phage-infected E. coli with AddAB; E. coli expressing H. pylori AddAB, absorbance growth; inhibition, % at 11.9 µM; 330,000 compounds, 0.29% hits; in the data active = inhibition above about 12%;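 also: 0% = vehicle wells of infected cells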
phage Ecoli inh = E. coli growth loss with phage present. growth absorbance. inhibition, % at 11.9 µM. 360,000 compounds, 0.26% hits; in the data active = inhibition above about 11%
Tat export inh = blocks Tat-dependent protein export in E. coli | E. coli MC4100 TorA-mCherry Tat export, fluorescence | inhibition, % at 10 µM | 340,000 compounds, 0.036% hits;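 active = mean replicate inhibition at least 50% and at least half of replicates individually reaching 50%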;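 also: exported cargo escapes ClpAP degradation while cytoplasmic cargo is degraded and loses fluorescence; 0% = median of neutral control wells and 100% = median of NaSCN control wells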
E coli growth = reduces bacterial viability in AddAB counter-screen | E. coli V3065 growth, OD600 absorbance, 18 h | inhibition, % at 11.9 µM | 330,000 compounds, 0.27% hits;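 active = inhibition above the campaign's mean inhibition across all tested compounds plus 3 SD, cut at about 9.9% in these data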;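 also: uninfected addAB+ strain grown without phage in ampicillin broth; 0% = DMSO wells and 100% = ciprofloxacin 0.95 µg/ml wells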
Arr AP2 block = inhibitors of human beta-arrestin and AP2 interaction. FITC-arrestin peptide / GST-AP2 beads, flow cytometry; AP2 beta2 appendage carries R879A mutation. AID 504490. inhibition, % at 10 µM. 340,000 compounds, 0.31% hits;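 active = inhibition above a set limit, near 3 SD of compounds lacking own fluorescence, cut at about 54% in these data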;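 also: plate controls were DMSO wells for no effect and 5 µM unlabelled arrestin peptide for full effect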
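system = GST-tagged AP2 beta2-adaptin appendage (R879A) on 4 µm glutathione beads | reagent = FITC-labelled arrestin peptide probe, 50 nM final | schedule = compound with beads 12 min RT, then probe 1 h RT | signal = HyperCyt-sampled flow cytometry, FL1 channel, ex 488/em 535 nm | read-out = percent response from loss of bead-bound FITC fluorescence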
MOR-DOR ag = OPRM1-OPRD1 heterodimerization agonism; cells, luminescence; 340,000 compounds, 0.3% hits; activation, % at 9.3 µM; in the data active = activation above about 18%;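 also: 0% = vehicle-treated cells and 100% = reference agonist; values of inactives mirror those of a sister screen read the other way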
PKA-R1A act = activators of PKA-R1A complex; P00514+P68181; PKA-R1A dissociation, Cy5-IP20 fluorescence polarization; scaled: DMSO 0%, 113 µM cGMP 100%; activation, % at 11.4 µM; 340,000 compounds, 0.083% hits;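 active = percent activation above the mean of all tested compounds plus 3 SD, cut at about 19% in these data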;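 also: higher means more PKAc released from R1A so a rise in polarization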
Pemphigus Ab inh = human desmoglein-3 autoantibody binding inhibition; P32926; binding (percent of control), % at 10 µM; DSG3-coupled beads, scFv-anti-DSG3-GFP binding, flow cytometry; stronger effect = lower value; 310,000 compounds, 0.48% hits;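 active = binding more than 3 SD below its plate's average and above zero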;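 also: hits lower antibody fragment binding to DSG3; some compounds called inactive have numbers as strong as hits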
Target sequence (P32926 whole entry, looked up, the tested form may be a part): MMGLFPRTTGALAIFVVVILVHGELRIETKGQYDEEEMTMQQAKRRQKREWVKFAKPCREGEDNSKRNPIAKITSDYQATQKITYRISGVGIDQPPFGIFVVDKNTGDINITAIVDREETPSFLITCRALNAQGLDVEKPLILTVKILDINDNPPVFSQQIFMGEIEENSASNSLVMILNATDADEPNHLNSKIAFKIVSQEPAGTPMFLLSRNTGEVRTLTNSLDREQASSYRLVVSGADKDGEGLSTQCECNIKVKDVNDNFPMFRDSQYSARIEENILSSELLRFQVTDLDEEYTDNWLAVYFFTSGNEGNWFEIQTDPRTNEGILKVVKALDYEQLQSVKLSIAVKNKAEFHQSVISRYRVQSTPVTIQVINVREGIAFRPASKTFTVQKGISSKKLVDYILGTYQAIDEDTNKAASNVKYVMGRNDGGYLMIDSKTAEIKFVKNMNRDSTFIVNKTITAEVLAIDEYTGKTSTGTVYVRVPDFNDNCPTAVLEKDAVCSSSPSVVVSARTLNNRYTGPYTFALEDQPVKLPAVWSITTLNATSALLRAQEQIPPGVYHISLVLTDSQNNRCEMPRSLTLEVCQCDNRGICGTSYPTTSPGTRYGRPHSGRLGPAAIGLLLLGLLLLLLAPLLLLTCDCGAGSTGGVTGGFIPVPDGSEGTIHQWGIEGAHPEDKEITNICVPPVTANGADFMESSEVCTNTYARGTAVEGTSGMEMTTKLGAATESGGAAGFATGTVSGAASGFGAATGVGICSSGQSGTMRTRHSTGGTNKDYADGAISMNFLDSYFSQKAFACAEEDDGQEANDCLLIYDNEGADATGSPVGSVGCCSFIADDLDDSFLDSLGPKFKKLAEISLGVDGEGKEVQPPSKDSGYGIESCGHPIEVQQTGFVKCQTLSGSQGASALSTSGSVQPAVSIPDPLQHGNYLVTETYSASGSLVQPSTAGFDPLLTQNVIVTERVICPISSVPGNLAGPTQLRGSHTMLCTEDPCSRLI
* = called active by the depositor; . = not tested or not shown; + = active, no number.

SMILES	PfHsp90 set2	OPRM1-OPRD1 inv	SUMO Mot1 rescue	AddAB inh	phage Ecoli inh	Tat export inh	E coli growth	Arr AP2 block	MOR-DOR ag	PKA-R1A act	Pemphigus Ab inh
COC(=O)C1=C(C)C(c2ccc(OC)cc2OC)NC(=O)N1 (stereo unspecified)	0.2	3.5	153.4	3.9	3.0	3.9	0.7	5.5	-0.7	2.0	103.0
C=CCN(C(=O)c1cccc(C(F)(F)F)c1)C1(C(=O)Nc2ccccc2)CCN(C(C)C)CC1	25.4	9.7	0.3	-0.5	2.7	2.2	2.9	-14.6	-1.9	-2.7	96.9
COc1ccccc1OCC(=O)Nc1ccc(C(N)=O)cc1	-0.1	2.0	2.8	-0.2	-0.4	1.8	0.6	6.6	-0.4	6.0	101.2
Cc1cc(=O)oc2cc(OC(C)C(=O)N3CCOCC3)ccc12 (stereo unspecified)	.	14.6	-2.7	0.0	2.7	-7.6	1.4	4.7	-3.0	5.1	101.7
CCOC(=O)CSc1ncccn1	2.0	14.7	805.8	-1.3	3.3	1.1	-1.1	.	-3.1	-4.4	101.5
CC(=O)N1CCC(N(CCN2CCOCC2)C(=S)Nc2ccc(C)cc2C)CC1	-16.0	7.2	.	3.0	1.1	1.3	-0.7	48.7	-1.4	-2.5	91.4
COC(=O)[C@]1(CC(C)C)N[C@H](c2ccc(SC3CCCCC3)c(OC)c2)[C@@H]2C(=O)N(C)C(=O)[C@@H]21	-9.4	-15.6	-13.6	1.8	1.6	19.1	-1.0	-1.6	2.8	-14.4	100.3
COc1cccc(NC(=O)C/C(C)=N/NC(=O)c2ccccc2Cl)c1	-27.4	2.9	-8.6	1.2	1.6	1.7	-0.8	-0.6	-0.6	1.7	.
N#CCCN1CCN(S(=O)(=O)c2ccc(C#N)cc2)CC1	8.3	5.7	0.4	3.9	4.0	-7.7	-0.9	6.8	-1.3	-7.0	109.4
c1ccc(-n2nnc3ccccc32)cc1	-14.3	8.4	4.4	-2.5	2.6	0.6	-1.5	0.9	-1.6	2.3	92.9
COc1ccc(CCNc2c([N+](=O)[O-])ncn2C)cc1OC	-26.0	10.0	-20.7	-0.2	1.2	-0.7	-1.3	13.6	-2.0	-2.3	106.0
COCCCNC(=S)NC(=O)c1ccccc1	-11.8	5.5	76.4	1.8	2.8	-5.9	0.8	-2.3	-1.0	-1.4	99.5
COc1cc(OC)cc(C(=O)Nc2ccccc2C(=O)N2CCCC2)c1	-17.2	0.8	-8.0	0.2	0.9	6.2	2.7	11.0	-0.1	4.4	97.3
O=C(/C=C/c1ccc(OCCCF)cc1)NCc1cccc(Cl)c1	2.6	1.0	0.9	2.9	2.7	0.0	2.0	2.1	-0.2	-9.4	.
CN1CCN(C(=O)c2ccc3c(c2)N(Cc2cccc(Cl)c2)C(=O)c2ccccc2S3(=O)=O)CC1	-5.1	-2.3	2.0	2.6	2.1	-5.3	-1.1	3.0	0.5	7.3	98.0
O=C(CN1CCN(C(=O)C2CCCO2)CC1)Nc1cc(Cl)ccc1Cl (stereo unspecified)	25.9	11.0	3.7	1.0	1.2	6.6	0.1	-1.6	-2.0	0.3	110.4
C=CCn1c(=O)c2ccccc2n2c(SCC(=O)NCC)nnc12	-10.6	7.0	17.7	1.6	0.6	-2.1	2.5	5.5	-1.5	-1.9	100.5
NC(=O)CN1CCOCCOCCOCCOCCOCC1	-28.4	9.5	-1.3	3.8	2.8	-1.4	0.5	8.4	-1.7	-5.6	105.7
CC(=O)N1C(=S)NC(=O)/C1=C1/C(=O)N(CC(=O)Nc2cccc(C)c2)c2ccccc21	22.1	6.5	-0.4	0.9	3.6	7.9	-1.6	-7.6	-1.2	8.0	101.9
Cc1ccc(Cn2nnc3c(=O)[nH]c(C4CCCN(S(=O)(=O)c5ccccc5)C4)nc32)cc1 (stereo unspecified)	-33.0	15.7	250.5	-1.3	0.2	4.1	-0.6	6.8	-2.8	2.7	99.6
COC(=O)c1nc(N)sc1-c1ccc(Cl)c(Cl)c1	-27.4	-4.0	9.8	1.6	2.5	-3.9	-3.1	-1.4	0.8	-9.5	99.3
CC(=O)Oc1ccc(C(=O)Nc2ccccc2C(=O)Nc2ccc(C(=O)O)cc2)cc1	-1.5	11.7	44.4	4.5	1.1	-4.5	1.2	-4.8	-2.3	2.7	101.1
Cc1ccc(CN2CCN(/N=C/c3cc([N+](=O)[O-])ccc3Cl)CC2)cc1	-15.9	-4.5	177.3	-0.2	2.7	4.5	-0.8	-1.3	0.8	-8.1	111.5
CC(C)(C)NC(=O)C[C@H]1C[C@H](C(=O)N2CCCCC2)[C@@]2(C)c3[nH]c4cc(-c5ccco5)ccc4c3CCN2C1=O	10.0	9.3	.	-1.2	1.1	13.6	-1.4	7.0	-1.9	6.9	97.0
O=C1CN(C(=O)/C=C/c2ccco2)c2ccccc2N1	-6.0	6.0	-7.8	4.6	0.8	-1.4	0.7	13.4	-1.2	-7.9	104.9

More structures.
SMILES	PfHsp90 set2	OPRM1-OPRD1 inv	SUMO Mot1 rescue	AddAB inh	phage Ecoli inh	Tat export inh	E coli growth	Arr AP2 block	MOR-DOR ag	PKA-R1A act	Pemphigus Ab inh
CC(NC(=O)CN(C)CC(=O)Nc1cccc(F)c1)c1ccccc1 (stereo unspecified)	-14.4	7.6	-5.3	1.8	2.6	-8.1	0.2	21.1	-1.8	2.0	105.4
COc1ccc(/C=C(\NC(=O)c2ccc(C)cc2)C(=O)NCCN2CCOCC2)cc1	7.9	-3.6	1.0	0.2	3.0	-9.6	-1.3	44.0	0.5	5.5	108.1
COC(=O)c1[nH]c2c(c1C)C(=O)CC(c1ccc(OC)cc1)C2 (stereo unspecified)	-6.9	14.5	-8.1	0.1	0.6	-3.8	-0.7	17.8	-3.2	-2.0	99.7
CCc1nnc(NC(=O)CSc2nc(C)nc3c2c(=O)n(C)c(=O)n3C)s1	-7.2	10.6	-9.4	1.8	2.0	-1.9	-1.5	-7.4	-2.0	-13.4	108.3
COc1cc(NC(=S)NC(=O)c2cc(C)cc(C)c2)ccc1NC(=O)c1cccs1	-11.3	7.6	-16.2	2.8	2.2	-2.0	0.3	17.8	-1.3	-1.3	96.5
CC(CN1CCCCC1)OC(=O)Cc1ccc(Cl)cc1 (stereo unspecified)	2.1	0.2	17.9	0.1	0.3	15.0	-0.8	20.6	0.0	7.5	.
Cc1csc(=NC(=O)c2ccccc2)n1CCO	.	14.8	-0.7	2.6	2.9	-3.6	-1.7	-1.7	-2.5	-7.3	100.9
CC1=C([N+](=O)[O-])C(c2ccc(Cl)cc2)NC(=O)N1 (stereo unspecified)	-4.7	14.5	-7.8	2.0	-1.0	-1.9	-1.6	-9.6	-3.1	-2.6	100.5
COc1ccc(NS(=O)(=O)c2ccc3c(c2)N(C(C)=O)CCO3)c(OC)c1	-7.5	9.8	-0.7	0.3	0.6	-7.5	0.8	21.3	-1.9	-1.7	94.1
Cc1nn(C)c(Oc2ccc(Cl)cc2)c1C(=O)Nc1ccc(F)cc1F	22.0	-10.6	312.2*	1.1	1.4	6.3	-0.3	10.1	1.9	-0.5	106.2
CC1CCCC(NC(=O)COC(=O)CCSc2ccccc2)C1C (stereo unspecified)	-23.9	-18.9	4.7	3.4	-0.9	7.5	-1.5	-12.7	4.2	1.2	.
CCc1nnc(NC(=O)c2cc(S(=O)(=O)N(C)c3ccc(OC)cc3)ccc2Cl)s1	-2.6	13.4	20.1	6.5	4.3	9.5	0.8	2.1	-2.6	18.6	103.4
CCOc1c2ccc(C(=O)N[C@H](C)C3CCCCC3)cc2nn1CCOC	-0.8	3.4	3.5	-0.4	0.6	-11.0	-0.3	1.3	-0.6	-0.7	107.8
CCCCN(CCCNC(=O)C1CCN(S(=O)(=O)N2CCOCC2)CC1)Cc1ccccc1	-12.9	7.6	.	.	0.7	-1.0	.	-5.8	-1.3	-5.3	106.5
Cc1noc(C)c1C(=O)Nc1ccc(F)c(F)c1	.	10.6	-1.1	5.9	1.3	-3.7	-0.7	17.6	-2.3	5.6	97.4
Cc1ccc(-c2ccc(/C=C3\C(=O)ON=C3c3ccccc3)o2)c([N+](=O)[O-])c1	48.9	-19.5	8.1	1.0	1.7	7.2	0.1	4.9	4.0	-8.2	91.4
O=C(CCc1nnc(CCCCc2ccccc2)o1)NCCC1CCCCO1 (stereo unspecified)	-0.8	6.7	2.1	3.7	3.1	-3.5	2.7	-7.1	-1.2	-4.1	96.3
CCOc1ccc(N(CC(=O)O)S(=O)(=O)c2ccc(F)cc2)cc1	11.0	5.7	-9.7	2.8	0.4	-1.7	0.7	13.5	-1.4	-7.2	106.7
COc1ccc(CSc2nnnn2C)cc1F	-9.1	13.1	18.8	3.3	0.6	2.2	0.2	-4.3	-2.9	3.9	92.3
COCCCNS(=O)(=O)c1ccc(Oc2ncc(C(F)(F)F)cc2Cl)cc1	-32.3	-21.6	+	0.4	3.1	1.0	-0.5	-0.8	3.9	-6.0	.
FC(F)C(F)(F)Oc1cccc(-c2n[nH]c(=S)n2Cc2ccccc2)c1	6.8	-21.2	.	.	3.5	-11.7	.	-9.1	3.3	-0.5	97.9
COc1ccc(SC[C@H](Cc2ccccc2)N2CC[C@@H](NC(=O)OCc3ccccc3)CCC2=O)cc1	13.2	3.9	8.8	-0.8	1.2	1.7	-1.1	-9.0	-0.7	-7.3	109.7
COc1ccc(S(=O)(=O)N2CCCCCC2)cc1C(=O)N(C)Cc1c(F)cccc1Cl	11.7	12.9	1.5	0.3	0.1	-7.5	-0.9	-12.4	-3.2	-6.0	.
CCOCC(=O)Nc1ccc(F)c(F)c1	-0.1	11.1	-3.1	3.5	-0.2	-2.5	-1.0	-6.3	-2.2	3.0	100.2
Cc1nc2ccc(S(=O)(=O)Nc3cccc(-c4nc5cccnc5s4)c3)cc2s1	-41.8	-3.3	3.8	-2.1	3.7	10.4	-1.2	6.8	0.6	-6.9	95.7
O=C(c1cccc(-c2ccccc2F)c1)N1CC[C@@H](N2CCC(O)CC2)[C@H](O)C1	-6.0	7.9	-8.3	0.7	0.6	-5.2	-0.7	11.4	-1.5	5.5	.
CCCCN1CCC(COC(=O)c2cc(Cl)c(N)c3c2OCCO3)CC1	9.3	4.2	-19.9	1.9	4.4	-2.0	-0.7	2.3	-0.8	8.9	103.8
COc1ccc(/C=N\NS(=O)(=O)c2ccc(C)cc2)cc1COc1ccccc1[N+](=O)[O-]	3.6	9.9	13.7	-1.7	3.2	-0.4	-1.9	16.1	-1.6	6.9	87.5
